# TPT1 inhibitor: inhibitors of Candida albicans tRNA 2'-phosphotransferase TPT1 | recombinant caTPT1, FP RNA substrate dephosphorylation | inhibition, % at 5 µM | 300,000 tested, 0.81% active | AID 1962;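 active = inhibition above the mean of all tested compounds plus 3 SD, set per screening campaign, cut at about 24% in these data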;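 also: plate controls were DMSO alone for no effect and ferristatin control at 100 nM for full effect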
# BCLXL inh: blocks human Bcl-xL binding to Bim BH3 peptide; GST-Bcl-xL / FITC-Bim BH3 peptide fluorescence polarization; Q07817; 320,000 tested, 0.7% active; inhibition, % at 10.9 µM;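 active = inhibition above the mean of all tested compounds plus 3 SD, cutoff set per campaign, cut at about 30% in these data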;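 also: 0% = DMSO wells and 100% = unlabeled Bim-BH3 peptide competitor; inhibitors lower millipolarization by displacing the labeled peptide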
# MCL1-BIM inh: inhibitors of human MCL1 binding to BIM-BH3 peptide; Q07820; GST-MCL1 / FITC-Bim-BH3 fluorescence polarization; inhibition, % at 10.9 µM; 320,000 tested, 0.68% active; AID 2057;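 active = inhibition above the mean inhibition of all tested compounds plus 3 SD, set per campaign, cut at about 40% in these data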;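 also: 0% = DMSO wells and 100% = unlabeled Bim-BH3 peptide control; higher means more loss of mP so more displacement of Bim peptide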
# PAD4 FP inh: inhibitors of human PAD4. 330,000 tested, 0.41% active. inhibition, % at 6.36 µM. recombinant PAD4, RCA probe fluorescence polarization;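 active = percent inhibition above a cutoff equal to the mean of all tested compounds plus 3 SD, cut at about 15% in these data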;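 also: 0% = PAD4 with RCA probe and DMSO and 100% = probe without PAD4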
# GLD-1 RNA inh: GLD-1-TGE RNA interaction inhibition (C. elegans); Q17339; purified GLD-1 + fluorescein TGE RNA, fluorescence polarization; inhibition, % at 5.96 µM; 320,000 tested, 0.44% active; AID 2280;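 active = percent inhibition above a per-plate cutoff, the plate mean of test compounds plus 3 SD, cut at about 30% in these data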;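 also: 0% = DMSO wells with GLD-1 and probe and 100% = wells lacking GLD-1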
# MEX-5 binding: C. elegans MEX-5 TCR-2 RNA binding activity; Q9XUB2; MEX-5/FITC-TCR2 RNA binding, fluorescence polarization; hits give low values; activity score (negative = inhibition of binding), % at 10 µM; 300,000 tested, 0.38% active;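 active = inhibition past about -25% in most replicates, and total fluorescence under double the plate's negative control median, limit read from the data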;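 also: 0% = DMSO and -100% = 5 µM competing unlabeled TCR2 RNA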
# Target sequence (Q9XUB2 whole entry, looked up): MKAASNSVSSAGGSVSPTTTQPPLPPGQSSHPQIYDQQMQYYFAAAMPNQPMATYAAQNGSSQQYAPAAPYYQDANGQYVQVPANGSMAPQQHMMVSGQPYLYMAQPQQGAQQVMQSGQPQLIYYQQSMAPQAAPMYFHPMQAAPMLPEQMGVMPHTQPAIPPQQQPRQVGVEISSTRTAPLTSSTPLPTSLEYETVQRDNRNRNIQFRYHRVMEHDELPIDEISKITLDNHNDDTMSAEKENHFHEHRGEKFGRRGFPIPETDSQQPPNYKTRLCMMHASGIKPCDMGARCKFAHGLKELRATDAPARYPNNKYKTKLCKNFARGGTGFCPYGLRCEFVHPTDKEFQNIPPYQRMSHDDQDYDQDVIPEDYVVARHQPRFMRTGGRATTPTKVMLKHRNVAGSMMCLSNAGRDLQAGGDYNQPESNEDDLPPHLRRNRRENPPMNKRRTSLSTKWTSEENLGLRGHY
# Fam108B inh: counter-screen for RBBP9 inhibitors: inhibitors of mouse Fam108B; 300,000 tested, 0.33% active; recombinant Fam108B, FP-Rh probe fluorescence polarization; inhibition, % at 9.51 µM;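 active = inhibition above the screen mean inhibition plus 3 SD, computed separately per campaign, cut at about 18% in these data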;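 also: inhibitors lower polarization as less probe binds the enzyme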
# GSTO1 counter: GSTO1 inhibition, counter-screen for RBBP9 inhibitors | 300,000 tested, 1.1% active | recombinant GSTO1, activity-based probe fluorescence polarization | P78417 | inhibition, % at 5.96 µM;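 active = inhibition above the campaign mean inhibition plus 3 SD, cut at about 35% in these data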;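 also: 0% = GSTO1-1 with DMSO and 100% = wells lacking GSTO1-1 enzyme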
# Target sequence (P78417 whole entry, looked up): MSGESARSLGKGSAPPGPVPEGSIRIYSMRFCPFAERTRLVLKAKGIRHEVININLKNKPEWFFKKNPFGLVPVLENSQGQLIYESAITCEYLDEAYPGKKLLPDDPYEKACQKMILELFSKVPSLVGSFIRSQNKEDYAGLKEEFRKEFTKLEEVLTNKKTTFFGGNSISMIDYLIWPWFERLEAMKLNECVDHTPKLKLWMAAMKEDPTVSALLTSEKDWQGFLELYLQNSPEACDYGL
# PME-1 primary: PME-1 (human) inhibition | inhibition, % at 5.9 µM | Q9Y570 | recombinant PME-1, FP-Rh probe fluorescence polarization | 320,000 tested, 0.53% active;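 active = inhibition above the campaign mean of all compounds plus 3 SD, cut at about 26% in these data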;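 also: competitive labeling of PME-1 active site by serine hydrolase directed probe; 0% = PME-1 with DMSO and 100% = wells lacking PME-1 enzyme; inhibitors block probe labeling so polarization falls and inhibition rises; many of its hits are not listed in these tables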
# Target sequence (Q9Y570 whole entry, looked up): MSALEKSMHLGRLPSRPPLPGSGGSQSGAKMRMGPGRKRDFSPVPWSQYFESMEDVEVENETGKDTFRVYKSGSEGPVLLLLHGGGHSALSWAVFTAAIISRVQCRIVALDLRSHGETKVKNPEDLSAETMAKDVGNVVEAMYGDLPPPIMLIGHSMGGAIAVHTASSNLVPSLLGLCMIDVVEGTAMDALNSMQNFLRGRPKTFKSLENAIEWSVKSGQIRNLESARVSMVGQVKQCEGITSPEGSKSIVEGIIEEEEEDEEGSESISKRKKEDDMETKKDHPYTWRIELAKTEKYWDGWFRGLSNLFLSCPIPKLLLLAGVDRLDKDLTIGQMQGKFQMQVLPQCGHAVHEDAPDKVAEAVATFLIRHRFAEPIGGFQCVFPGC
# An asterisk follows results filed as active; / = no result given. These rows are one share of the data. The share of hits here may be higher or lower than overall.
SMILES,TPT1 inhibitor,BCLXL inh,MCL1-BIM inh,PAD4 FP inh,GLD-1 RNA inh,MEX-5 binding,Fam108B inh,GSTO1 counter,PME-1 primary
COc1ccc(NC(=O)CCCCCN2C(=O)c3cccc([N+](=O)[O-])c3C2=O)c(OC)c1,2,7,7,-2,12,3.8,0,0,3
COCCn1c(Sc2ccc(C)cc2)nc2c1c(=O)[nH]c(=O)n2C,0,0,-3,-2,1,-2.0,-4,-3,-2
COc1ccc(S(=O)(=O)N2CCOCC2)cc1C(=O)NCc1ccccc1CN1CCCC1,/,8,9,1,4,/,/,/,0
COc1cc(C(=O)OCC(=O)N(C)Cc2ccccc2)cc(OC)c1OC,-3,4,5,0,-10,-3.4,4,0,1
O=C(NCCc1ccccc1)c1cnc(Cl)c(Cl)c1,-2,5,4,-3,-5,1.6,-8,-1,3
Cc1ccccc1NC(=S)NC(C)C(c1cccs1)N1CCOCC1 (configuration not stated),-1,9,15,1,2,1.7,1,0,0
O=C(NCCCn1ccnc1)c1noc2c1CCc1ccccc1-2,9,1,2,-1,3,3.8,-1,29,4
CCOC1=NN(c2ncc(C(F)(F)F)cc2Cl)C(=O)C1,-4,6,1,4,8,2.8,1,7,-2
Cc1ccc(C(=O)COC(=O)C2CCC2)cc1,-4,3,3,-1,2,3.7,3,6,2
Cc1cc(C)nc(SCC(=O)OCN2C(=O)c3ccccc3C2=O)n1,1,0,-3,1,7,1.6,-4,29,-5
O=S(=O)(c1ccc2nc(SCc3cccc(Cl)c3)[nH]c2c1)N1CCOCC1,1,-5,-4,-2,11,0.2,-5,-6,-7
O=C(Cc1cc(=O)[nH]c(=O)[nH]1)NCC1CCCO1 (configuration not stated),0,4,7,1,0,-2.2,0,1,3
OCC1(Cc2ccccc2)CCN(Cc2ccc(C(F)(F)F)cc2)CC1,0,3,-4,-1,-2,5.7,2,-7,2
CSc1ncc(S(=O)(=O)c2ccccc2)c(=O)[nH]1,-5,3,-1,-4,1,-0.4,-1,-2,-1
CC(C)n1c(O)c(N=Nc2ccc(Cl)c(C(=O)O)c2)c2ccccc21,13,5,3,-2,1,3.2,1,-10,4
COCCN(C(=O)COC(=O)c1cc2c(s1)CCC2)c1c(N)n(Cc2ccccc2)c(=O)[nH]c1=O,6,32*,91*,5,3,-11,14,52*,-12
Cc1oc(-c2ccc3ccccc3c2)nc1CN(C)C(C)c1ccncn1 (configuration not stated),1,-2,-2,-1,3,2.5,-3,4,29*
CSc1nc2c(c(-c3ccc(O)cc3)c1C#N)CCC2,2,-5,-4,-8,3,-3.5,-5,-10,-4
O=C1OCCN1C(=O)[C@H]1[C@H](c2ccc(Cl)cc2)C(c2cccc(Cl)c2)=NN1c1ccccc1,0,-1,-5,0,2,3.7,-4,-24,-10
Cc1cccc(-n2ccc(=O)c(C(=O)Nc3ccc(S(=O)(=O)Nc4onc(C)c4C)cc3)n2)c1,-2,4,-1,-4,2,-2.9,0,1,-5
CCc1ccc(-c2cc(C)no2)cc1S(=O)(=O)N1CCN(c2ccccc2)CC1,-2,7,-2,0,-3,0.3,5,-2,0
O=C(COC(=O)CC(c1ccccc1)c1ccccc1)Nc1cccc(F)c1,1,0,-6,-2,5,0.9,-12,-3,-5
O=C(Nc1ccccc1N1CCCCC1)c1cccc(F)c1,1,0,1,2,-1,-0.4,2,-5,-1
COc1ccc(S(=O)(=O)N2CCC(C(N)=O)CC2)cc1C(=O)N1CCCCCC1,1,0,1,3,-7,2.2,2,2,3

# Single records, from the list above. Order of values: TPT1 inhibitor, BCLXL inh, MCL1-BIM inh, PAD4 FP inh, GLD-1 RNA inh, MEX-5 binding, Fam108B inh, GSTO1 counter, PME-1 primary
# `CSc1ncc(S(=O)(=O)c2ccccc2)c(=O)[nH]1` is entered as -5, 3, -1, -4, 1, -0.4, -1, -2, -1
# `O=C1OCCN1C(=O)[C@H]1[C@H](c2ccc(Cl)cc2)C(c2cccc(Cl)c2)=NN1c1ccccc1` is entered as 0, -1, -5, 0, 2, 3.7, -4, -24, -10

# Next section.
SMILES,TPT1 inhibitor,BCLXL inh,MCL1-BIM inh,PAD4 FP inh,GLD-1 RNA inh,MEX-5 binding,Fam108B inh,GSTO1 counter,PME-1 primary
O=C(NNC(=O)c1cccs1)c1ccc2ccccc2c1,2,1,2,-2,-2,0.0,-1,-8,-3
O=C(O)c1ccc(NCCC2=CCCCC2)c([N+](=O)[O-])c1,0,10,10,-1,-5,-1.6,6,-24,1
CCOC(=O)c1nnn(CC(=O)Nc2cc(F)ccc2F)c1C(=O)OCC,-1,1,1,-2,-7,-0.2,3,3,-4
OCc1cn(-c2ccccc2)nc1-c1cccnc1,0,3,-2,-1,1,-2.1,3,-10,-8
O=C1CCc2cc(S(=O)(=O)Nc3ccccc3)cc3c2N1CCC3,1,4,3,-4,7,-1.1,-2,8,9
COc1ccccc1NC(=O)C1CCCN1S(=O)(=O)c1cccc2nsnc12 (configuration not stated),-6,2,1,-1,-2,-1.0,2,-1,5
Cn1cnc(S(=O)(=O)Nc2ccc(OC(F)(F)F)cc2)c1,0,3,5,-1,5,1.1,-4,-1,0
Cc1ccccc1N(C)S(=O)(=O)c1ccc2[nH]cc(C(=O)NCC3CCCO3)c(=O)c2c1 (configuration not stated),5,-1,-6,1,6,/,1,-14,-1
CCOc1cc(N2CCOCC2)c(OCC)cc1NC(=O)c1nc2nc(C)cc(C)n2n1,0,-1,-3,-3,0,-2.1,0,-3,-3
COc1cc([N+](=O)[O-])ccc1N,0,0,-7,3,-2,-1.7,-1,6,-2
Cc1cccc(-n2ncc3c2CCCC3NC(=O)CN2CCOC2=O)c1C (configuration not stated),0,-1,0,-1,-2,0.2,0,1,1
CC1CC(C)CN(CCCNC(=O)c2ccc(N3CCCC3=O)cc2)C1 (configuration not stated),0,7,4,1,0,0.3,-2,2,3
COc1ccc(C(=O)N2CCCC2)cc1S(=O)(=O)N1CCOCC1,2,2,3,5,9,-1.8,0,-3,-2
Cc1ccc(CNC(=O)COC(=O)Cn2nc(C)c([N+](=O)[O-])c2C)cc1,0,1,-2,-7,5,-0.2,0,-4,-4
CC(=O)OCC(=O)N1N=C(c2ccc3ccccc3c2)CC1c1ccccc1 (configuration not stated),0,0,-16,-7,5,2.4,-4,-7,2
CCn1c(SCC(=O)N/N=C/c2cc(OC)c(O)c(OC)c2)nc2ccccc21,3,3,4,-6,1,-3.6,5,4,0
O=C(COc1ccccc1CNCc1ccccc1)Nc1ccccc1,1,2,-1,3,2,-2.0,2,0,-2
CCOC(=O)Cc1csc(NC(=O)c2cccc([N+](=O)[O-])c2)n1,1,5,5,0,3,0.4,-3,4,-3
CCNC(=S)Nc1c(C)n(C)n(-c2ccccc2)c1=O,0,1,4,-2,3,-3.1,2,8,-3
Cc1ccc(C(C)C)c(OCCNC(=O)c2ccccc2O)c1,-1,0,-4,1,-1,-0.2,1,-4,-1
CCOc1ccc(-c2c(C(=O)N/N=C/c3ccc(C)cc3)nnn2-c2nonc2N)cc1,-3,4,1,-3,1,-1.1,-3,-27,-3
Cc1[nH]n(-c2ccccc2)c(=O)c1/C=N/NC(=O)c1cccc([N+](=O)[O-])c1,4,2,11,1,-5,/,1,2,4
CC(C)CNC(=O)NC(=O)COC(=O)c1cc([N+](=O)[O-])ccc1NCc1ccccc1Cl,-1,-8,-19,-3,0,0.0,-4,-6,-1
NS(=O)(=O)c1ccc(CCn2c(=S)[nH]c3ccccc3c2=O)cc1,1,4,6,3,-8,-3.6,-2,4,-16
C[C@@H]1CN(C2CCN(Cc3nc(C(c4ccccc4)c4ccccc4)no3)CC2)C[C@H](C)O1,0,0,-8,0,1,-0.3,1,1,-6
O=C(Nc1cccc(Cl)c1)Nc1nnc(-c2ccncc2)s1,3,0,28,1,-8,0.7,0,10,-34
Fc1cc2nc(-c3ccncc3)[nH]c2cc1F,0,5,2,-2,0,1.7,-9,0,-11
CC(=O)Nc1ccc(/C(C)=N/NC(=O)c2ccc(F)cc2)cc1,-4,2,1,2,0,-5.9,6,-5,0
Cc1ccc(NC(=O)c2cc(C(=O)Nc3ccc(C)cc3)n(C)n2)cc1,2,-4,3,-1,2,4.2,0,3,-2
COc1ccc(NC(=O)Cn2nnc(-c3ccccc3NS(=O)(=O)c3ccc(OC)cc3)n2)cc1,-2,1,3,-1,1,-1.9,-35,-42,-48
Cc1ccccc1NC(=O)c1sc2nc3c(c(-c4ccco4)c2c1N)CCCC3,1,2,-5,-6,-4,-10,4,3,7
COc1ccc(N(CC(=O)Nc2ccc(C)cc2C)S(=O)(=O)c2ccccc2[N+](=O)[O-])c(OC)c1,-4,1,-1,0,6,1.1,-2,-9,-7
O=C(O)/C(=C\c1ccc2ccccc2c1)c1cccc2ccccc12,1,5,-2,-2,-2,-2.1,-4,24,-4
O=C(NNC(=O)c1cc2ccccc2cc1O)Nc1ccc(Br)cc1,1,-2,-2,1,0,-1.8,2,8,1
O=c1ccnc(SCCC(F)=C(F)F)[nH]1,-3,-5,-3,-3,5,1.5,1,2,2
Cc1[nH][nH]c(=O)c1C(c1c(C)[nH][nH]c1=O)c1cn(Cc2ccc(F)cc2)c2ccccc12,1,15,-3,24*,-4,/,8,56*,16
CCCCC(=O)Nc1ccc2c(c1)nc(CN1CCN(C(=O)OCC)CC1)n2C,-3,3,2,0,0,1.5,1,-1,2
O=[N+]([O-])c1cc(Cl)ccc1NCCNS(=O)(=O)c1ccccc1,-2,5,10,-3,7,-1.8,-4,0,-2
CCc1cc(=O)oc2cc(C)c3c(C)coc3c12,-2,6,-2,-2,-6,-1.7,-3,2,3
COc1ccc(CNC(=O)C/C(C)=N/NC(=O)Cc2ccc(OC)cc2)cc1,4,-6,5,0,7,1.7,1,3,0
CC(C)Cn1c(=S)[nH]c2cc(C(=O)NCc3ccccc3F)ccc2c1=O,/,2,13,4,5,/,/,/,-4
CC(=O)Nc1ccc(OC(=O)c2ccco2)cc1,0,5,2,9,6,-0.1,2,-1,3
Cn1c(CNC(=O)CCNC(=O)c2cccc(F)c2)cc(=O)n(C)c1=O,0,1,0,8,4,1.2,0,5,4
Cc1cc2cc(CNC(=O)c3ccco3)ccc2n1C,-10,38*,41*,9,34*,-0.2,1,15,1
O=C(COC(=O)c1cnc(Cl)c(Cl)c1)NC1CCCCCC1,/,3,2,3,1,/,/,/,4
Cn1c(CNC(=O)Nc2ccccc2)nnc1SCc1ccccc1,-3,3,8,0,2,1.1,1,-9,-3
Cc1cnc(NC(=O)c2c(Cl)cnn2C)s1,-4,-3,-2,-4,10,0.8,-5,-3,-1
COC(=O)c1ccc(OC)c(CSc2nnc(COc3cccc(C)c3)o2)c1,-4,4,3,1,0,-1.3,-5,0,-1
COC(=O)c1ccc(-n2nnnc2SCC(=O)NCc2cccc(C(=O)O)c2)cc1,4,1,-2,-17,-1,1.5,-3,9,-7
CC(C)c1nnc(SCC(=O)N2CCOCC2)n1C,-2,1,4,-2,4,2.5,-2,4,-1
COc1cccc(CNS(=O)(=O)c2ccc3c(c2)N(C)CCO3)c1,-1,5,3,-2,2,2.6,-3,1,-1
COc1ccccc1NC(=O)CCN1CCCCCC1,2,4,-1,0,0,0.3,1,8,-5
COc1ccc(N2CCN(C(=O)c3cccc(S(=O)(=O)N4CCOCC4)c3)CC2)cc1,/,1,1,-6,1,/,/,/,-3
CCOc1cc(/C=N/Nc2nncc(-c3ccccc3)n2)ccc1O,0,10,9,-3,1,-0.9,3,-4,6
CCN(CC)CCNC(=O)C(=O)NCC1OCCN1S(=O)(=O)c1ccc2c(c1)OCCO2 (configuration not stated),-1,1,-3,-1,-1,-0.4,-2,4,1
